# NR3A LBD binder: NR3A (human) ligand-binding domain modulation; NR3A LBD differential scanning fluorimetry, Tm shift; 0% = protein alone, 100% = glycine-bound protein; AID 1259313; 2.5% of 340,000 active; Tm shift relative to glycine control, % at 25 µM;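 active = melting temperature shift of at least 10% of the positive control shift, at one fixed dose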
# MPTP block: blocks calcium-induced mitochondrial swelling | inhibition, % at 10 µM | 1.4% of 360,000 active | AID 602449 | isolated mouse mitochondria, Ca2+ swelling absorbance, 30 min;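 active = inhibition of 50% or more, scaled per plate between neutral and stimulator controls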;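 also: 0% = DMSO wells given calcium and 100% = 1 mM EGTA wells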
# APOBEC3A inh: human APOBEC3A DNA deaminase inhibition. recombinant A3A, FAM/TAMRA ssDNA deamination fluorescence. AID 493011. 0.41% of 330,000 active. P31941. inhibition, % at 20 µM;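 active = at least 40% inhibition at 20 µM here, with at most 30% in a related deaminase screen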;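 also: plate controls were A3A with DMSO for no effect and wells lacking A3A enzyme for full effect; some results filed as inactive read as strong as hits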
# Target sequence (P31941 whole entry, looked up): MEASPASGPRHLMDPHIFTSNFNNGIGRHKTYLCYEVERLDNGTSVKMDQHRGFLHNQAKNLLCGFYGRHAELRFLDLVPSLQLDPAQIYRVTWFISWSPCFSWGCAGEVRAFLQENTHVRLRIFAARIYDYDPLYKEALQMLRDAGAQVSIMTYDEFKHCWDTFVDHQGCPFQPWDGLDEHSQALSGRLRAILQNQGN
# A3G deaminase: APOBEC3G (human) deaminase inhibition | recombinant A3G, ssDNA deamination FAM/TAMRA fluorescence | inhibition, % at 20 µM | 0.28% of 330,000 active;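 active = inhibition of at least 40% at 20 µM, with no more than 30% in the related APOBEC3A deaminase screen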;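 also: plate controls were DMSO wells with A3G for no effect and wells lacking A3G enzyme for full effect; some compounds called inactive have numbers as strong as hits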
# Gli-Sufu block: Gli-Sufu pathway antagonism; 0.74% of 340,000 active; AID 588413; inhibition, % at 5 µM; Sufu-KO-LIGHT fibroblasts, Gli luciferase reporter luminescence;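 active = inhibition above about 55%, limit read from the data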;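 also: 0% = DMSO-treated cells and 100% = wells with medium but no cells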
# CXCR6 block: inhibitors of human CXCR6 receptor. CHO-K1 PathHunter CXCR6 beta-arrestin, luminescence. inhibition, % at 20 µM. 0.36% of 360,000 active. AID 602244; in the data active = inhibition above about 34%, passing the limit was not always enough;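 also: antagonist mode with CXCL16 agonist at 10 nM final; 0% = 10 nM CXCL16 with DMSO and 100% = unstimulated wells without agonist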
# EBI2 antag: EBI2 (human) antagonism; EBI2 beta-arrestin recruitment, luminescence, 7a,25-OHC stimulated; inhibition, % at 5 µM; 0.81% of 360,000 active; AID 651636; in the data active = inhibition above about 38%;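 also: enzyme fragment complementation signal reports receptor beta-arrestin coupling in cells; 0% = agonist plus DMSO wells and 100% = wells without agonist; some results beyond the cut were filed as inactive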
# Target sequence (P32249 whole entry, looked up, the tested form may be a part): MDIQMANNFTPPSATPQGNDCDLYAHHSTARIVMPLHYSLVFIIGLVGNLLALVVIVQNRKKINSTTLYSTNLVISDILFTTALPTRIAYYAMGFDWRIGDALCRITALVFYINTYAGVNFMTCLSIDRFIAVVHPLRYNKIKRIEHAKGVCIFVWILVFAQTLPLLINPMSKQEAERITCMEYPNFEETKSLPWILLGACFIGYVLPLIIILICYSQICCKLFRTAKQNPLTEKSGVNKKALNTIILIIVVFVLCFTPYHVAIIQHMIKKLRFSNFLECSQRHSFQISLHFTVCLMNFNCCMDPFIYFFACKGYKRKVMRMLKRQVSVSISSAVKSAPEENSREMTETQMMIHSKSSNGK
# CCR6 antag: antagonists of human CCR6 receptor | inhibition, % at 20 µM | 0.49% of 340,000 active | CHO-K1 CCR6 PathHunter beta-arrestin, luminescence, CCL20-stimulated | P51684;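 active = compounds whose inhibition of the agonist-driven luminescence signal at 20 µM reaches about 50%, limit read from the data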;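 also: cells stimulated with CCL20 at 14 nM final; plate controls were DMSO with CCL20 for no effect and DMSO without agonist for full effect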
# Target sequence (P51684 whole entry, looked up): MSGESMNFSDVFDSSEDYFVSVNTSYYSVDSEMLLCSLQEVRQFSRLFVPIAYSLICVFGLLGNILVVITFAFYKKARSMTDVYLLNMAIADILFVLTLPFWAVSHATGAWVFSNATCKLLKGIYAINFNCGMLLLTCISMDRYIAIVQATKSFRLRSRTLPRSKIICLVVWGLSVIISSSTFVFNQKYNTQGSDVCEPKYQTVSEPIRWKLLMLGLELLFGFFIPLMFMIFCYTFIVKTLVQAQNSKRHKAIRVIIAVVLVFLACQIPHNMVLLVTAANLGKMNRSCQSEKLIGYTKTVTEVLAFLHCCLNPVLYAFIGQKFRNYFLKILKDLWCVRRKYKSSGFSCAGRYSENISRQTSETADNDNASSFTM
# * = called active by the depositor; . = no result given.
# The first four compounds (preview)
SMILES,NR3A LBD binder,MPTP block,APOBEC3A inh,A3G deaminase,Gli-Sufu block,CXCR6 block,EBI2 antag,CCR6 antag
CCOc1ccccc1OCC(=O)OCC(=O)Nc1ncc(Cl)cc1Cl,-4,-0.4,-3,-6,0,-13,2,13
Cc1cc(O)c(C(=O)/C=C/c2ccccc2O)c(=O)o1,2,-0.9,-1,-4,4,-2,-7,11
O=C(COC(=O)CCc1ccccc1)NCc1ccc2c(c1)OCO2,0,0.9,-1,0,2,1,12,7
O=C(O)c1ccc(-c2nc(-c3ccccc3)cs2)cc1,3,1.5,-1,0,-72,14,4,17

# The whole of this part, from the start:
SMILES,NR3A LBD binder,MPTP block,APOBEC3A inh,A3G deaminase,Gli-Sufu block,CXCR6 block,EBI2 antag,CCR6 antag
CCOc1ccccc1OCC(=O)OCC(=O)Nc1ncc(Cl)cc1Cl,-4,-0.4,-3,-6,0,-13,2,13
Cc1cc(O)c(C(=O)/C=C/c2ccccc2O)c(=O)o1,2,-0.9,-1,-4,4,-2,-7,11
O=C(COC(=O)CCc1ccccc1)NCc1ccc2c(c1)OCO2,0,0.9,-1,0,2,1,12,7
O=C(O)c1ccc(-c2nc(-c3ccccc3)cs2)cc1,3,1.5,-1,0,-72,14,4,17
O=C(c1ccc(Cl)c([N+](=O)[O-])c1)N1CCN(S(=O)(=O)c2ccc(Cl)cc2)CC1,2,-1.7,-3,-5,4,-12,40,13
N#C/C(=C1\CCCN1)c1ccc2ccccc2n1,-3,-2.4,-18,-5,7,-18,-8,11
Cc1cccc(S(=O)(=O)c2c(N)n(/N=C/c3ccco3)c3nc4ccccc4nc23)c1,8,-0.4,1,-5,0,5,59*,7
Cc1ccc(CN2Cc3cccc4c3[C@@H](CC2=O)[C@H](O)[C@H](O)C4)cc1,-1,-2.4,-4,-12,17,2,-14,6
N#CCC(=O)N/N=C/c1cn(Cc2cccc3ccccc23)c2ccccc12,10,7.3,-4,-6,-14,1,-18,0
O=C1c2ccccc2C(=O)c2[nH]cnc21,-7,0.3,.,.,2,-4,-6,-2
O=C(NNS(=O)(=O)c1ccccc1)C1CCCCC1,1,0.5,-4,-8,19,-2,-6,0
COC(=O)c1cc(NCc2cccs2)ccc1N1CCOCC1,-2,-1.2,0,0,-1,-8,7,4

# Limited to MPTP block and Gli-Sufu block, for some of the entries so far:
mol	MPTP block	Gli-Sufu block
N#C/C(=C1\CCCN1)c1ccc2ccccc2n1	-2.4	7
Cc1cccc(S(=O)(=O)c2c(N)n(/N=C/c3ccco3)c3nc4ccccc4nc23)c1	-0.4	0

# More compounds
SMILES,NR3A LBD binder,MPTP block,APOBEC3A inh,A3G deaminase,Gli-Sufu block,CXCR6 block,EBI2 antag,CCR6 antag
Oc1ccc(NCc2cccc(OCc3ccccc3)c2)cc1,-2,1.5,-1,8,-3,-10,-3,-1
Cc1c(CC(=O)N[C@H](C(=O)O)C(C)C)c(=O)oc2cc3c(cc12)CCC(C)(C)O3,-2,0.2,0,2,-53,-5,-7,6
CCOC(=O)c1c(NC(=O)c2cccs2)sc(C)c1C,0,-4.8,15,-1,-3,13,7,-1
CCOC(=O)C(NC(=O)N(C)C)(Nc1sc(C)c(CC)c1C#N)C(F)(F)F (stereo not given),0,6.3,-1,-6,4,-13,-8,-15
Cc1ccc2cccc(OCC(=O)N3CC(C)CC(C)C3)c2n1 (stereo not given),-1,-1.9,3,1,7,-5,-2,14
CCOC(=O)C1CCCN(c2cc(C)nc3cc(-c4ccc(F)cc4)nn23)C1 (stereo not given),-8,1.3,2,-4,-13,-4,12,15
Cc1cc(C(=O)OCC(=O)NCCc2ccccc2)c(C)o1,1,0.1,-3,-4,-15,2,9,2
COc1ccc2c(c1)C1(Nc3ccccc3C(=O)N1c1ccccc1)C(=O)N2 (stereo not given),2,0.2,-2,-5,-11,-1,-11,8
NC(=O)C1CCN(C(=O)CCNS(=O)(=O)c2cc(Br)cnc2N)CC1,9,-1.9,-2,10,-9,7,3,2
O=C(NCc1ccc(Cl)cc1)C1=Cc2cc(Cl)ccc2OC1,1,78*,0,-5,3,-4,34,12
CCCc1cc(=O)oc2cc(OC(C)C(=O)NCc3ccccn3)c(Cl)cc12 (stereo not given),-2,-0.3,-3,-3,-8,8,-6,18
Cc1ccc(S(=O)(=O)N2CCN(C(=O)CSc3ncc(C(F)(F)F)cc3Cl)CC2)cc1,0,-18,6,0,0,-2,6,10
CC(C)OCCCn1c(=N)c(C(N)=S)cc2c(=O)n3ccccc3nc21,0,1.7,-1,2,11,2,4,9
CCN(C(=O)CSc1nc2ccc(OC)cc2[nH]1)C1CCS(=O)(=O)C1 (stereo not given),4,-2.0,-2,-11,-9,2,-12,-5
CC(C)(C)OC(=O)N1CCCC1C(=O)O (stereo not given),-1,-2.1,0,-1,-28,6,-1,8
C=CCn1c(N2CCN(c3ccc(OC)cc3)CC2)nc2c1c(=O)n(C)c(=O)n2C,-1,1.0,2,-9,24,-9,-2,-1
Cc1cn(-c2ccccc2)c(C)c1/C=N\Nc1nc(N2CCOCC2)nc(N2CCOCC2)n1,-3,0.8,-2,-4,12,-1,14,8
COC(=O)c1ccc(OC)c(CSc2nnc(COc3ccccc3)o2)c1,1,2.4,1,-1,9,4,18,6
COC(=O)c1cc(C(=O)NCc2ccc3c(c2)OCO3)cc([N+](=O)[O-])c1,0,1.5,-1,-1,-9,-8,5,0
CC(=O)Nc1ccc(/C=N/N2C(=O)NC(C)(c3ccc(OC(F)F)cc3)C2=O)cc1 (stereo not given),1,-0.6,2,-4,1,-8,-8,5
Cc1ccc(S(=O)(=O)/N=C(\c2ccc(F)cc2)n2c(C)nc3ccccc32)cc1,0,0.5,-3,-4,-7,1,1,13
CCOc1ccc(-c2nnc3ccc(SCC(=O)NCc4ccco4)nn23)cc1,-1,-1.9,5,3,9,-7,-5,6
O=C(COC(=O)Cc1c[nH]c2ccccc12)Nc1cc(S(=O)(=O)N2CCOCC2)ccc1Cl,-7,-0.1,5,-4,-2,0,4,7
CN(C)CCCN(Cc1cc2cc3c(cc2[nH]c1=O)OCO3)C(=S)Nc1cccc(Cl)c1,-1,-2.0,2,-2,40,2,3,40
CC(C)c1onc(C(=O)NCc2ccc(Cl)cc2)c1[N+](=O)[O-],0,-1.7,-4,-8,8,-2,6,14
O=S1(=O)CCOCCN1Cc1ccccc1,-1,-0.4,1,-7,-1,-2,-5,-4
CC(=O)Nc1ccc(NC(=O)COc2ccc(-c3ccccc3)cc2)cc1,12*,-4.2,-1,-4,2,1,-4,-4
O=C1C2C3C=CC(C3)C2C(=O)N1Cc1ccc(CN2C(=O)C3C4C=CC(C4)C3C2=O)cc1 (stereo not given),1,0.4,-1,0,11,-5,-8,-12
CCOC(=O)C1(Cc2ccccc2C(F)(F)F)CCN(C(C)COC)CC1 (stereo not given),-1,-0.3,1,-3,18,-1,10,-2
Cc1ccccc1NC(=O)C1Cc2ccccc2CN1C(=O)OCc1ccccc1 (stereo not given),-1,0.6,-3,-11,.,3,-1,12
O=C1OCCC1N1C(=O)c2ccccc2S1(=O)=O (stereo not given),0,-17,7,6,8,-6,-3,13
CC(Oc1ccc(Cl)cc1Cl)C(=O)NN=C1CCN(C)CC1 (stereo not given),0,-0.8,-3,-10,6,1,-10,18
Cc1csc(N2CCCC2c2nc3cc(Cl)c(N4CCCCC4)cc3n2CCCO)n1 (stereo not given),2,-2.4,0,7,7,-1,1,3
Cc1cc(C)c2c(CC(=O)NNC(=O)c3ccccc3)coc2c1,5,0.9,1,-1,11,-5,-13,-2
O=C(Nc1ccc(-c2nc3ccccc3o2)cc1)c1ccc2c(c1)OCO2,25*,-3.2,-7,-9,-12,4,8,-3
Cc1cc(C)cc(N=c2c([N+](=O)[O-])nn(-c3cccc(Cl)c3)n2O)c1,-29,-0.7,1,-4,-2,-1,4,15
COc1ccc(N(CC(=O)NCCC2=CCCCC2)S(=O)(=O)c2ccccc2)cc1,1,5.0,4,2,57*,5,2,23
COc1ccccc1NC(CC(=O)c1ccccc1)C(=O)OCC(=O)c1ccc(C)c(C)c1 (stereo not given),-1,0.9,-2,-4,-12,8,9,8
COc1ccc(NC(=O)COC(=O)CC2CCCCC2)cc1,0,1.1,0,-7,9,11,-15,14
Cc1cc(-c2nnc(SCC(=O)N3C(C)CCCC3C)o2)no1 (stereo not given),-1,-0.2,-2,-4,-5,11,-7,4
Cc1noc(NS(=O)(=O)c2ccc(N/C=C\C(=O)c3cccc4ccccc34)cc2)c1C,-2,-0.2,-1,-7,1,5,4,9
Cc1cccc(NS(=O)(=O)c2ccc(C)c(C(=O)N(C)C3CCN(C)CC3)c2)c1,1,-1.3,-3,-10,5,-6,-6,4
Cc1ccc(S(=O)(=O)N2CCC(C(=O)OC(C)C(=O)N(C)c3ccccc3)CC2)cc1C (stereo not given),-2,-1.6,3,-6,4,6,16,5
C/C=N/N(c1ccccc1)c1ccccc1,-3,1.1,.,.,-1,2,0,4
Cc1c(OCC(F)(F)F)ccnc1CSc1nc2ccccc2[nH]1,-1,1.1,0,-1,-74,-4,8,14
OCC[C@@H]1C[C@H](O)[C@@H](O)[C@@]2(Cc3ccccc3CO2)O1,0,-1.2,0,-8,-17,-12,-2,1
Cc1ccc(C(=O)N2CC(=O)Nc3ccc(F)cc3C2c2ccccc2)cc1[N+](=O)[O-] (stereo not given),-1,-1.2,2,1,-2,9,-4,0
CCc1ccc(-c2cc(C)no2)cc1S(=O)(=O)N1CCN(c2ccc(F)cc2)CC1,2,1.4,-3,-2,4,-5,4,12

# Printed as active in MPTP block, of those listed so far:
structure | NR3A LBD binder | MPTP block | APOBEC3A inh | A3G deaminase | CXCR6 block | EBI2 antag | CCR6 antag
O=C(NCc1ccc(Cl)cc1)C1=Cc2cc(Cl)ccc2OC1 | 1 | 78* | 0 | -5 | -4 | 34 | 12

# Next part:
SMILES,NR3A LBD binder,MPTP block,APOBEC3A inh,A3G deaminase,Gli-Sufu block,CXCR6 block,EBI2 antag,CCR6 antag
COc1ccc(CC(=O)Nc2ccc(-c3cn4ccccc4n3)cc2)cc1,3,-1.1,-4,-5,-40,3,3,8
NCCCCCC(=O)N/N=C/c1ccc2nccnc2c1,1,0.0,-2,-7,1,-11,-9,1
O=C(CCCc1ccccc1)Nc1nncs1,0,-7.1,-13,-4,-12,9,1,4
COc1ccc(NC(=O)C2CC(=O)N(Cc3ccc(C)cc3)C2)cc1S(=O)(=O)N1CCCCC1 (stereo not given),-1,1.1,0,-3,14,-6,21,-1
Cc1ccc(C(=O)C2CCOC(C)(C)C2)cc1 (stereo not given),-2,0.3,-1,-3,-1,4,-12,20
O=C(COC(=O)c1cccc(Br)c1)NCC1CCCO1 (stereo not given),-7,-1.0,0,-5,0,3,0,7
CCOc1ccccc1NC(=O)N1CCC(n2nnc3cc(C)ccc32)CC1,-2,2.1,-2,-2,4,-7,1,6
CC1CCC(NC(=O)C2CC(O)CN2S(=O)(=O)c2ccc([N+](=O)[O-])cc2)CC1 (stereo not given),1,0.0,-4,-7,0,-13,-5,-11
O=C(/C=C/c1ccccc1)NNC(=O)c1cccc(Cl)c1,2,-0.6,1,-4,-3,-11,1,10
O=C(NCc1ccccc1Cl)c1ccncc1,2,-0.3,-2,-2,-2,6,2,11
COc1cccc(C2C(=O)N(C3CCCCC3)CC(=O)N2Cc2ccc(F)cc2)c1 (stereo not given),-2,-2.9,-5,-6,1,1,8,17
Cc1ccc(N=C2CCCCCN2C)c(C#N)c1,-1,1.3,-3,-2,-2,8,2,13
CC(C)c1ccc2[nH]c3c(c2c1)[C@@H]1CCN2C(=O)CCC[C@H](C3)[C@H]12,0,0.0,-3,-8,-15,-18,13,10
CCCc1nc2ccc(NC(=O)c3ccco3)cc2c(=O)n1Cc1ccccc1Cl,-11,1.4,-1,-2,11,10,25,3
O=C(NNC1=NS(=O)(=O)c2ccccc21)C1CC(=O)N(c2ccccc2)C1 (stereo not given),-5,-0.6,-3,-7,-14,7,-7,-1
COc1ccc(CNC(=O)COC(=O)c2ccc(Br)cc2)cc1,0,1.2,-4,-7,-7,-11,3,-1
CN(C)c1nc(C(=O)NN)nc(N(C)C)n1,0,-1.2,-1,-6,-3,-3,-3,-1
O=[N+]([O-])c1ccc(N2CCN(S(=O)(=O)c3ccc(Cl)c(Cl)c3)CC2)cc1NCCN1CCOCC1,0,0.4,11,-5,40,12,7,12

# Source: PubChem BioAssay
